OX1R antag-1 = antagonists of human orexin 1 receptor (OX1R); O43613; OX1R-expressing cells, FRET antagonist read-out; inhibition, % at 6.6 µM; hit rate 1.8% among 330,000; AID 485270; in the data active = inhibition mostly above about 38%, no sharp cut-off; inactive = mostly below about 40%;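 note: 0% = agonist challenge alone and 100% = reference antagonist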
Target sequence (O43613 whole entry, looked up): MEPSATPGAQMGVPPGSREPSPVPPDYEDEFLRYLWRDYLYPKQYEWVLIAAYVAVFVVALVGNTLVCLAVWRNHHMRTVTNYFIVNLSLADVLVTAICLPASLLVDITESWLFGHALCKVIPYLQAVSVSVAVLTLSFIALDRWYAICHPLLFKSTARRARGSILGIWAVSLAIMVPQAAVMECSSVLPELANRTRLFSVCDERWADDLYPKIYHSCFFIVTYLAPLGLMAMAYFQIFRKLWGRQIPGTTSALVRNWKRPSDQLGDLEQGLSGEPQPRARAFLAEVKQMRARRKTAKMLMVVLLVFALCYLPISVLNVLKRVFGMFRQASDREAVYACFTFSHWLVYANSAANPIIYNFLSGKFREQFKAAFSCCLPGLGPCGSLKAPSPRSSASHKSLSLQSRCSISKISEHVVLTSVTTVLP
OX1R antag-2 = blocks the human orexin 1 receptor. O43613. CHO/OX1R cells, Fluo-8 calcium fluorescence, orexin A. inhibition, % at 5 µM. hit rate 0.43% among 330,000. AID 434989;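 active = inhibition above its plate's threshold, mean inhibition of all tested compounds on the plate plus 3 SD, cut at about 37% in these data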;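 note: 0% = orexin A challenge wells and 100% = SB-334867-A antagonist wells; not every result past the cut was called active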
* = called active by the depositor.

Start of the listing, in advance (two entries):
SMILES | OX1R antag-1 | OX1R antag-2
O=S(=O)(O)c1cccc2cccc(Nc3ccccc3)c12 | 12 | -16
CCOC(=O)c1sc2nc(C)nc(N3CCCCC3C)c2c1C (centres undefined) | 22 | -41

The list itself, from the first entry:
SMILES | OX1R antag-1 | OX1R antag-2
O=S(=O)(O)c1cccc2cccc(Nc3ccccc3)c12 | 12 | -16
CCOC(=O)c1sc2nc(C)nc(N3CCCCC3C)c2c1C (centres undefined) | 22 | -41
O=C(O)c1cc(C(=O)O)cc(N2C(=O)CSC2=S)c1 | 5 | -5
Nc1ccc(/C=C/C(=O)c2cccs2)cc1 | 12 | 27
O=C(CN1C(=O)CCSc2ccccc21)Nc1ccc(F)cc1 | 13 | -4
O=C(NCCc1ccc(F)cc1)Nc1ccc2c(c1)OCO2 | 15 | -8
Cc1ccnc2nc(C(=O)OCC(=O)Nc3ccc4c(c3)OC(F)(F)O4)nn12 | 1 | -3
Cc1ccc(Cn2nnc3c(=O)n(CC(=O)N4CCCCC4)cnc32)cc1 | 9 | -4
O=C(Cn1cccc1C(=O)c1ccccc1)NCc1ccc2c(c1)OCO2 | 47 | -25
CS(=O)(=O)N(Cc1ccc(F)cc1)Cc1nc2ccccc2c(=O)[nH]1 | 51 | 24
CC(=O)NC(=S)Nc1ccc(S(=O)(=O)Nc2ncccn2)cc1 | 1 | -3
Cc1cc(C)cc(NC(=O)C2CCCN2/C=C/C(=O)C(F)(F)F)c1 (centres undefined) | 11 | -10
Cn1nc(C(F)(F)F)c(-c2ccc(Br)cc2)c1NC(=O)c1ccco1 | 9 | -6
C/C(=N/NC(=O)c1ccccn1)c1ccc(O)cc1 | 23 | -7
COc1ccc(S(=O)(=O)NCC2CCCO2)cc1NC(=O)c1ccc(Cl)cc1 (centres undefined) | 20 | -24
CN(C)CCCN(C(=O)c1ccc2ccccc2c1)c1nc2cc3c(cc2s1)OCO3 | 34 | -8
O=C(C[C@H]1C/C=C\CCCCC(=O)OC[C@H]2CCCN2C1=O)N[C@H](CO)Cc1ccccc1 | 6 | -26
Cc1noc(C)c1COc1ccc(CC(=O)NCCc2ccccn2)cc1 | 18 | -10
OCCC1CN(Cc2cnc(-c3cccc4ccccc34)nc2)CCN1C1CCCCC1 (centres undefined) | 27 | -14
CCOC(=O)Cn1ccc(-c2ccccc2)c(C#N)c1=O | 25 | -19

Taken from the listing for reference:
SMILES | OX1R antag-1 | OX1R antag-2
O=S(=O)(O)c1cccc2cccc(Nc3ccccc3)c12 | 12 | -16
CCOC(=O)c1sc2nc(C)nc(N3CCCCC3C)c2c1C (centres undefined) | 22 | -41

(more compounds)
SMILES | OX1R antag-1 | OX1R antag-2
CN1CC(=O)Nc2ccc(Br)cc2C1=O | 2 | 9
Cc1nc2nc(SCC(=O)NCCCN3CCCCC3)nn2c(C)c1Cc1ccccc1 | 13 | -5
C(=C\c1ccccn1)/c1ccncc1 | 2 | -13
CC(C)[C@H](NS(=O)(=O)c1ccccc1)C(=O)OCC(=O)Nc1ccccc1Sc1ccccc1 | 11 | -24
CCC1Oc2ccc(C)cc2N(CC(=O)NCCN2CCOCC2)C1=O (centres undefined) | 4 | 9
CCCCn1c(=O)c2c(c3ccccc31)OCC(=O)N2 | 17 | -15
O=C(NC1CC1)c1ccc(F)cc1Cl | 8 | 3
CCCN(CC(=O)Nc1ccccc1C)C(=O)C1CCN(c2ncnc3sc(C)c(C)c23)CC1 | 27 | -38
Cc1ccccc1N(CC(=O)NC(C)(C)C)C(=O)c1ccc(-c2ccccc2)[nH]1 | 9 | -14
C[C@H](CO)N1C[C@H](C)[C@@H](CN(C)S(=O)(=O)c2ccc(F)cc2)Oc2ccc(NS(=O)(=O)c3cccs3)cc2C1=O | 12 | -10
O=C(COC(=O)CCc1nc2ccccc2c(=O)[nH]1)Nc1ccccc1Cl | 5 | -20
CC(C)(C)n1nnnc1C(c1ccc(C#N)cc1)N1CCCC2(CCCCC2)C1 (centres undefined) | 20 | 8
CCn1nc(C(=O)OCC(=O)c2ccc(F)cc2)c2ccccc2c1=O | 32 | -27
COc1cc(NC(=O)CSc2nnnn2Cc2ccccc2)cc(OC)c1 | 22 | -14
O=C(O)[C@H]1CCCC[C@H]1C(=O)Nc1ccc(S(=O)(=O)N2CCCCC2)cc1 | 18 | -7
O=C(Nc1ccccc1)Nc1cccc2ccccc12 | 21 | -29
N#Cc1nc(COc2ccc(Cl)cc2Cl)oc1N1CCN(c2ccccc2)CC1 | 11 | 16
CSCCC(NS(=O)(=O)c1ccc2c(c1)oc(=O)n2C)C(=O)NCc1ccccc1 (centres undefined) | 15 | -4
Cc1ccc(CNC(=O)C2CCCN2C(=O)Nc2cccc(Cl)c2)cc1 (centres undefined) | 12 | -20
CCOc1ccc(C(=O)CSCCC(=O)O)cc1 | 10 | -13

Reformatted: entries from further up
OX1R antag-1 | OX1R antag-2 | SMILES
8 | 3 | O=C(NC1CC1)c1ccc(F)cc1Cl
27 | -38 | CCCN(CC(=O)Nc1ccccc1C)C(=O)C1CCN(c2ncnc3sc(C)c(C)c23)CC1
9 | -14 | Cc1ccccc1N(CC(=O)NC(C)(C)C)C(=O)c1ccc(-c2ccccc2)[nH]1
12 | -10 | C[C@H](CO)N1C[C@H](C)[C@@H](CN(C)S(=O)(=O)c2ccc(F)cc2)Oc2ccc(NS(=O)(=O)c3cccs3)cc2C1=O
5 | -20 | O=C(COC(=O)CCc1nc2ccccc2c(=O)[nH]1)Nc1ccccc1Cl
20 | 8 | CC(C)(C)n1nnnc1C(c1ccc(C#N)cc1)N1CCCC2(CCCCC2)C1 (centres undefined)

Ordered by value in OX1R antag-1 (high to low): six of the compounds above.
SMILES | OX1R antag-1 | OX1R antag-2
C/C(=N/NC(=O)c1ccccn1)c1ccc(O)cc1 | 23 | -7
CSCCC(NS(=O)(=O)c1ccc2c(c1)oc(=O)n2C)C(=O)NCc1ccccc1 (centres undefined) | 15 | -4
O=S(=O)(O)c1cccc2cccc(Nc3ccccc3)c12 | 12 | -16
Cc1cc(C)cc(NC(=O)C2CCCN2/C=C/C(=O)C(F)(F)F)c1 (centres undefined) | 11 | -10
Cn1nc(C(F)(F)F)c(-c2ccc(Br)cc2)c1NC(=O)c1ccco1 | 9 | -6
O=C(C[C@H]1C/C=C\CCCCC(=O)OC[C@H]2CCCN2C1=O)N[C@H](CO)Cc1ccccc1 | 6 | -26

New compounds follow.
SMILES | OX1R antag-1 | OX1R antag-2
CC(C)(C)OC(=O)NCC(=O)NCC(=O)OCc1ccccc1 | 9 | -17
O=c1cc(-c2ccc(O)cc2)oc2ccc(O)cc12 | 34 | -13
COc1ccc(C(=O)NCc2ccccc2)cc1Br | 44 | -14
CC(=O)Nc1ccc(S(=O)(=O)Nc2cccc(C(=O)Nc3ccccc3C(=O)O)c2)cc1 | -2 | -12
CCc1c(C)sc(NC(=O)C2CC2)c1C(=O)OC(C)C | 5 | -20
COc1cc(CNCc2ccccc2)ccc1OCC(O)c1ccccc1 (centres undefined) | -4 | -34
COc1cccc(/C=N/n2c(C)nc3ccccc32)c1OC | 20 | -19
O=C(CSc1ncccc1C(=O)O)NCc1ccc(F)cc1 | 2 | -17
CC(=O)Nc1cccc(-c2cnc(N)c(C(=O)c3cccnc3)n2)c1 | 24 | -30
COc1ccc(CCNc2nnc(C)c(=O)[nH]2)cc1OC | 6 | 2
O=C(O)CCCCCn1c(O)c(C=C2N=c3ccccc3=N2)sc1=S | 10 | 3
CN(C)S(=O)(=O)c1ccc(C(=O)OCCCN=C2NS(=O)(=O)c3ccccc32)cc1 | 11 | -21
CC(=O)N(c1ccccc1)c1ccc([N+](=O)[O-])cc1[N+](=O)[O-] | 61 | -15
COC(=O)c1cc(C(=O)OC)cc(S(=O)(=O)Nc2ccc(Cl)c(N)c2)c1 | 3 | -35
O=S(=O)(Cc1ccccc1Cl)NCCc1ccccc1 | 22 | -33
Cc1ccc2nc(-c3ccc(NS(=O)(=O)c4ccccc4)cc3)sc2c1 | 23 | -6
O=C(CCCOc1ccccc1)N1CCN(c2ccccn2)CC1 | 24 | -2
O=[N+]([O-])/C=C/c1cc2ccccc2[nH]1 | 0 | 3
COC(=O)[C@H](Cc1ccccc1)NC(=O)[C@@H](N)CC(=O)OCc1ccccc1 | 0 | -10
O=C(COC(=O)c1ccccc1O)NC12CC3CC(CC(C3)C1)C2 | 9 | -13
Cc1ccc(N(CC(O)CN(C)C)S(=O)(=O)c2ccccc2)cc1 (centres undefined) | 7 | -2
CC(=O)Oc1ccc(-c2nc3cc(Cl)ccc3c(=O)o2)cc1 | 1 | 5
CC(=O)Nc1ccc(C(=O)OCC(=O)N(c2ccccc2)C2CCS(=O)(=O)C2)cc1 (centres undefined) | 3 | 1
Cc1ccc(N=Nc2c(N)n[nH]c2N)cc1 | 25 | -17
O=C(NCCCN1CCOCC1)c1cc(-c2ccc(F)cc2)nc2ccccc12 | 14 | -10
COc1cc(/C(C)=N/NC(=O)CSc2nc3ccccc3[nH]2)ccc1O | 25 | -12
CCCN(CCC)Cc1c(C(=O)N/N=C/c2ccncc2)nnn1-c1nonc1N | -1 | -25
Cc1cc(C)c(S(=O)(=O)N2CCN(C(=O)C(C)Cn3nc(C)nc3C)CC2)c(C)c1 (centres undefined) | 2 | -24
CC(=O)Nc1nnc(CSCc2ccccc2F)s1 | 7 | -24
Cc1ccc(C(=O)NCCN2CCOCC2)cc1Cl | 6 | -7
CC(=O)c1cccc(S(=O)(=O)NC(C)C2CC3CCC2C3)c1 (centres undefined) | 9 | -25
Cc1c([N+](=O)[O-])c(C(=O)N2CCCC2)nn1C | 13 | 6
CC1CCCCN1CCNC(=O)C1CCCN(c2ncnc3c2nc2n3CCCCC2)C1 (centres undefined) | 13 | -13
O=C(Cc1ccc(S(=O)(=O)N2CCOCC2)s1)Nc1ccc2c(c1)CCC2 | 14 | 5
Cc1ccc(NC(=S)N(Cc2ccccc2)C(C)C)cc1 | 11 | -14
Cc1ccc(C)c(CN2CCC(n3nccc3NC(=O)C3CCCC3)CC2)c1 | 18 | -25
CN(CC(=O)Nc1c(Cl)cccc1Cl)C(=O)c1cc2ccccc2cc1O | 19 | -27
c1ccc2c(c1)ncn2CCC1CCCCC1 | 24 | -13
C=CC[N+](C)(C)CC(=O)OCc1ccccc1 | 9 | 8
CCCCn1c(N)c(N(CCOC)C(=O)CCc2ccc(OC)cc2)c(=O)[nH]c1=O | 5 | 2
C=CCNC(=S)N1CCN(c2cc3c(cc2F)c(=O)c(C(=O)O)cn3CC)CC1 | 11 | 1
O=C(C1CCN(S(=O)(=O)c2cc(Cl)ccc2Cl)CC1)N1CCCC1 | 21 | -4
Cc1cc(C)c(C)c(S(=O)(=O)NCc2ccncc2)c1C | 12 | 3
O=c1[nH][nH]c2nc(C(F)(F)F)cc(C(F)(F)F)c12 | 7 | -17
N#Cc1ccccc1NC(=O)CN1CCOCC1 | 12 | -9
O=C(NC(=S)Nc1cccc([N+](=O)[O-])c1)C1CCCC1 | 34 | 3
CN(c1ccc(Cl)cc1)S(=O)(=O)c1nnc(NC(=O)c2ccco2)s1 | 58 | -14
COc1ccc(-c2cc(C(=O)NCc3cccnc3)no2)cc1OC | 6 | 7
N#C/C(=C\c1cccs1)C(=O)NCc1cccnc1 | 38 | 15
CCn1c(C)nc2cc(C(=O)N/N=C(\C)c3ccc(N4CCOCC4)cc3)ccc21 | 24 | -16
COc1cc(C(=O)Nc2ccc(N(C)C)cc2)cc(OC)c1OC | 23 | -17
CN(C(=O)c1ccc(F)c(S(=O)(=O)N2CCOCC2)c1)C1CCCCC1 | 11 | -11
CC(=O)Nc1ccc(NC(=O)COc2c(C)cc(Br)cc2C)cc1 | 14 | -26
O=C(CCCNS(=O)(=O)c1cccs1)N1CCN(c2cccc(Cl)c2)CC1 | 17 | -35
CCOCCn1c(CN2CCCCC2)nc2c1c(=O)n(C)c(=O)n2C | -3 | -6
CCOc1ccc(CC(=O)OCn2nnc3ccccc3c2=O)cc1 | 24 | -19
CCCn1nnc(NC(=S)NC(=O)CC)n1 | -1 | -16
Cc1cccc(C)c1OCCCCc1c(C)n[nH]c1C | 15 | -19
CN(C)CCCN(C(=O)CCc1ccccc1)c1nc2ccc(F)cc2s1 | 16 | -13
Nc1nc(-c2ccco2)nn1C(=O)c1ccc([N+](=O)[O-])cc1 | 17 | 3
CN(C)S(=O)(=O)c1ccc(-c2csc(N/N=C/c3ccco3)n2)cc1 | 26 | 31
CC(Oc1ccc2c(-c3ccccc3)cc(=O)oc2c1)C(=O)O (centres undefined) | 8 | -10
S=C(NC1CC1)N1CCN(C(=S)NC2CC2)CC1 | 1 | -2

Screens deposited in PubChem by The Scripps Research Institute Molecular Screening Center.
